# Screening data as filed in PubChem BioAssay.
# PLAP act = activators of human placental alkaline phosphatase. purified PLAP enzyme, luminescent substrate read-out; hits give high values. 96,000 tested, 1.2% active. AID 696. activation fold at 20 µM. P05187; in the data active = activation fold above about 2
# Plk1 PBD FP = Plk1 (human) PBD binding inhibition; inhibition, %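 (tested at about 20 µM)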; Plk1 PBD phosphopeptide binding, fluorescence polarization; 97,000 tested, 0.13% active; AID 693; P53350; in the data active = inhibition above about 34%, passing the limit was not always enough
# CYP2C19 inhib = human CYP2C19 inhibition; P33261; CYP2C19 Supersomes, luciferin-H EGE luminescence, 30 min; inhibition, % at 5 µM; 96,000 tested, 21% active;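 active = CYP2C19 inhibition above a set limit at 5 µM in the primary screen, cut at about 50% in these data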;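 note: plate controls were negative control wells for no effect and 2.5 mM tranylcypromine positive control for full effect; values of inactives mirror those of a sister screen read the other way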
# Target sequence (P33261 whole entry, looked up): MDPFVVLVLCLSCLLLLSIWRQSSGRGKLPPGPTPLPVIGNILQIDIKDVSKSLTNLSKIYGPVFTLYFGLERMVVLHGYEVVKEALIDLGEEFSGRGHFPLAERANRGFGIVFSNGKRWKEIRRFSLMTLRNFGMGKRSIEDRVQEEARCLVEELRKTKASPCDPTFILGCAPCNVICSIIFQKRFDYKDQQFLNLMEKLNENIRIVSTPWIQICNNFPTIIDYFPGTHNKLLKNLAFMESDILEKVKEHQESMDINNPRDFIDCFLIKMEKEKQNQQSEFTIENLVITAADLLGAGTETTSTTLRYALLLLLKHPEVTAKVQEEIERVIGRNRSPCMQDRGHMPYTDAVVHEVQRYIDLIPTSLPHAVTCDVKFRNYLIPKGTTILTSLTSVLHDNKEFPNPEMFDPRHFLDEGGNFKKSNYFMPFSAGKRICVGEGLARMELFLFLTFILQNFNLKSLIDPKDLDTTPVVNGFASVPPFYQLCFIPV
# Rev-RRE block = HIV Rev-RRE protein-RNA interaction inhibition; Rev peptide-RRE RNA binding, FRET; inhibition, % at 8 µM; 97,000 tested, 0.79% active;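 active = inhibition above the screen-wide mean plus 3 SD, cut at about 35% in these data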;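 note: 0% = median DMSO wells and 100% = median Neomycin B control wells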
# Target sequence (P05866 whole entry, looked up): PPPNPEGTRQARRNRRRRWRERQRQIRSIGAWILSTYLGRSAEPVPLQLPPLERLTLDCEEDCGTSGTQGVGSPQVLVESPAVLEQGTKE
#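 Assay system: Rev peptide and RRE RNA, both fluorescently labelled; times: 5 min preincubation and 15 min binding, 25 °C; detection: FRET, ex 480 nm, em 540 and 671 nm; read-out basis: % inhibition from 671/540 nm acceptor-to-donor ratio, scaled between controls; benchmarks: DMSO low control, neomycin B high control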
# EphB4 antag = blocks human EphB4 binding to ephrin-B2; P54760; EphB4 LBD / TNYL-RAW-Alexa532 peptide, fluorescence polarization; inhibition, % at 7 µM; 97,000 tested, 0.15% active; AID 720;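 active = inhibition above the screen-wide mean inhibition plus 3 SD, cut at about 15% in these data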;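 note: 0% = DMSO wells and 100% = excess unlabeled TNYL-RAW peptide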
# CYP2C19 act = cytochrome P450 2C19 (human) activation. 96,000 tested, under 10 active. P33261. activation factor at 5 µM. recombinant CYP2C19, luciferin-H EGE luminescence; hits give high values; 0 = fully inhibited enzyme, 1 = untreated enzyme;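 active = activation factor of at least 2 at 5 µM in the primary screen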;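 note: 0 = wells with 2.5 mM tranylcypromine and 1 = vehicle-only wells; values of inactives mirror those of a sister screen read the other way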
# PLK1 kinase inh = PLK1 (human) kinase inhibition; P53350; recombinant PLK1 kinase, TR-FRET peptide phosphorylation; 97,000 tested, 0.53% active; inhibition, % at 10 µM; AID 619;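 active = inhibition of 50% or more in the single-concentration screen; inactive = inhibition below 50%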;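 note: 0% = DMSO max control and 100% = H-89 dihydrochloride min control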
# CYP2C9 activ = activators of human CYP2C9 | activation factor at 5 µM | 96,000 tested, 1.4% active | AID 1024 | recombinant CYP2C9, luciferin-H conversion, luminescence; hits give high values; factor 1 = untreated enzyme, 0 = blocked | P11712;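 active = activation factor of 2 or more for CYP2C9 at a 5 µM dose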;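 note: 0 = sulfaphenazole-blocked wells and 1 = vehicle-only wells; values of inactives mirror those of a sister screen read the other way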
# Target sequence (P11712 whole entry, looked up): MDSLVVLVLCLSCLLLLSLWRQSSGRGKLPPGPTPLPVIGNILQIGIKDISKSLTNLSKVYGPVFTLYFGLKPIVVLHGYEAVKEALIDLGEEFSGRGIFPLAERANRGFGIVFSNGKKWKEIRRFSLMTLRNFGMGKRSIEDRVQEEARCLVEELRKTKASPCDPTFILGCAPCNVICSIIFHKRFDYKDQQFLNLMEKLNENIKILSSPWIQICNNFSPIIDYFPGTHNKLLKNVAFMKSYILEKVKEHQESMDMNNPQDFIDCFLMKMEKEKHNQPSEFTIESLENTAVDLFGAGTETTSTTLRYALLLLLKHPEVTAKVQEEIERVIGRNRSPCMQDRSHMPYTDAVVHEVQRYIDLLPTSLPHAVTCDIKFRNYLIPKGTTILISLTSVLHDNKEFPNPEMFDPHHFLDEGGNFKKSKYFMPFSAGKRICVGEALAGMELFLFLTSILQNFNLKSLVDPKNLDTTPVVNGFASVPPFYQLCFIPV
# CYP2C9 inhib = blocks human cytochrome P450 2C9; P11712; CYP2C9 Supersomes, luciferin-H conversion, luminescence; inhibition, % at 5 µM; 96,000 tested, 20% active; AID 777;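 active = blocking of liver enzyme CYP2C9 beyond about 50% at 5 µM, limit read from the data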; note: values of inactives mirror those of a sister screen read the other way
# * = called active by the depositor; / = not tested or not shown.
SMILES,PLAP act,Plk1 PBD FP,CYP2C19 inhib,Rev-RRE block,EphB4 antag,CYP2C19 act,PLK1 kinase inh,CYP2C9 activ,CYP2C9 inhib
O=C(OCc1ccccc1Cl)c1ccccc1C(=O)c1ccccc1,1,-8,67*,17,-2,0.3,-2,0.6,39
Cc1ccc(C)n1-c1ccc(C(=O)O)cc1,1.6,6,0,-8,2,1,14,0.4,56*
CCN(CC)CCN1C(=O)c2ccccc2NC1c1ccc(N(C)C)cc1 (stereo unspecified),1.4,22,-18,-6,-7,1.2,0,0.9,10
CCN(CC)c1ccc(C2CC(=O)NC3=C2C(=O)CC(C)(C)C3)cc1 (stereo unspecified),1.1,16,0,-6,-12,1,-1,1.1,-8
O=C1CN(c2nnnn2-c2ccccc2)CCN1,1.3,20,-17,7,0,1.2,-3,1.1,-8
N#CC(c1cccc(C(F)(F)F)c1)(c1ncc(C(F)(F)F)cc1Cl)N1CCOCC1 (stereo unspecified),1.2,17,52*,6,1,0.5,-13,0.6,42
Cc1cc(OC(C)C)nc(-c2ccccc2O)n1,1,-1,3,15,5,1,-2,1.1,-7
COCCCNC(=O)c1cc2c(-c3ccc(Cl)cc3)nn(C)c2s1,0.7,-22,8,1,-1,0.9,3,0.8,22
CC(C)Cn1cc(C(=O)NC2CCN(Cc3ccccc3)CC2)c2c3ccccc3n(C)c2c1=O,1.6,19,57*,1,-6,0.4,-12,0.8,19
Fc1ccc(-c2ccc(-c3nn4c(-c5ccco5)nnc4s3)o2)cc1,0.9,3,48,-6,0,0.5,0,0.9,7
COC(=O)c1cccc(NC(=O)c2cccnc2)c1,1.1,-6,14,13,2,0.9,-4,0.9,15
O=C(O)CN=C(NS(=O)(=O)c1ccc(Cl)cc1)c1ccccc1,1.4,-1,-6,14,7,1.1,-9,1,-4
CCOC(=O)Cc1csc(NC(=O)Cc2cccs2)n1,0.9,-7,22,2,-3,0.8,-7,0.5,46
Cc1cc(=O)oc2cc(OCC3CC(c4ccc(Br)cc4)=NO3)ccc12 (stereo unspecified),1.1,-13,24,0,1,0.8,-11,0.7,30
CCC(C)(C)NC(=O)C(c1cccn1C)N(Cc1ccc(OC)cc1)C(=O)Cn1nnc2ccccc21 (stereo unspecified),/,5,/,-5,-2,/,-7,/,/

# By substructure: those above containing four or more nitrogen atoms
SMILES,PLAP act,Plk1 PBD FP,CYP2C19 inhib,Rev-RRE block,EphB4 antag,CYP2C19 act,PLK1 kinase inh,CYP2C9 activ,CYP2C9 inhib
CCN(CC)CCN1C(=O)c2ccccc2NC1c1ccc(N(C)C)cc1 (stereo unspecified),1.4,22,-18,-6,-7,1.2,0,0.9,10
O=C1CN(c2nnnn2-c2ccccc2)CCN1,1.3,20,-17,7,0,1.2,-3,1.1,-8
CC(C)Cn1cc(C(=O)NC2CCN(Cc3ccccc3)CC2)c2c3ccccc3n(C)c2c1=O,1.6,19,57*,1,-6,0.4,-12,0.8,19
Fc1ccc(-c2ccc(-c3nn4c(-c5ccco5)nnc4s3)o2)cc1,0.9,3,48,-6,0,0.5,0,0.9,7
CCC(C)(C)NC(=O)C(c1cccn1C)N(Cc1ccc(OC)cc1)C(=O)Cn1nnc2ccccc21 (stereo unspecified),/,5,/,-5,-2,/,-7,/,/

# Later entries.
SMILES,PLAP act,Plk1 PBD FP,CYP2C19 inhib,Rev-RRE block,EphB4 antag,CYP2C19 act,PLK1 kinase inh,CYP2C9 activ,CYP2C9 inhib
CC(C)(C)c1nnc(NC(=O)c2cc(-c3ccccc3)nc3ccccc23)s1,1.3,12,6,7,1,0.9,-6,0.7,35
CCCC(=O)Nc1ccc(Cl)c(NC(=O)C(C)(C)C)c1,1.1,0,-11,8,3,1.1,-11,1.1,-11
Cc1ccc(C(=O)Nc2ccc(Br)c(C(F)(F)F)c2)cc1,1,5,11,28,2,0.9,-4,1.5,-46
CCOC(=O)Cc1csc(NC(=O)C2CCCCC2C(=O)O)n1 (stereo unspecified),1,-22,-2,-5,-10,1,-13,0.9,12
CCn1c(Cn2nnc(-c3ccccc3)n2)nnc1SCC(=O)Nc1ccc(C(C)=O)cc1,1.1,8,26,16,-11,0.7,-9,0.6,40
CCOC(=O)N1CCN(C(=O)CSc2nnc(CNC(=O)c3ccccc3F)o2)CC1,0.9,15,-1,8,5,1,-13,0.8,16
Nc1nc(Nc2cccc3ccccc23)nc(C2CCCC2=O)n1 (stereo unspecified),1,/,-10,/,/,1.1,/,1.1,-6
COc1ccc(-c2csc(N(CCc3ccc(OC)c(OC)c3)C(=O)COc3ccccc3)n2)cc1,1.3,-18,38,5,-6,0.6,-9,0.3,68*
O=C(CSc1nnc(-c2ccccc2)n1Cc1ccccc1)N1CCCC1,1,-2,-5,3,3,1.1,4,1.1,-6
COCCCNC(=O)CCCn1c(=O)[nH]c2ccccc2c1=O,1,-6,-8,12,1,1.1,4,1,0
CCCN(CCC)C(=O)CC(c1ccc(F)cc1)c1ccco1 (stereo unspecified),1.5,4,51*,-1,-6,0.5,-10,0.4,55*
CC1CCc2c(sc(NC(=O)C(=O)NCc3ccco3)c2C#N)C1 (stereo unspecified),1.7,-10,13,3,0,0.9,9,0.3,68*
O=C(NC1CCCC1)c1sc(=S)n2c1[nH]c(=O)c1ccccc12,1.1,12,28,5,6,0.7,-1,0.1,93*
COc1ccc(C2C(C(=O)Nc3cccc(C)n3)c3ccccc3C(=O)N2C)cc1OC (stereo unspecified),1.3,1,4,3,1,1,-2,0.8,17
CCOC(=O)C(C)Sc1nnc(Cc2cc(=O)[nH]c(=O)[nH]2)n1-c1cccc(OC)c1 (stereo unspecified),1.3,-30,-17,8,1,1.2,-8,1.2,-15
CCOC(=O)c1csc(NC(=O)CSc2nnnn2-c2cccc(OC)c2)n1,/,5,/,0,8,/,-8,/,/
CC(C)N(Cc1nc(-c2ccc(Cl)cc2)no1)C(=O)CN(C)S(=O)(=O)c1ccc(Cl)cc1,0.9,-13,62*,6,-8,0.4,-19,0.1,89*
CC1=C(C#N)CCC(=O)N1Cc1ccc(C)cc1,1,-46,61*,1,-6,0.4,0,0.8,18
COc1ccc(S(=O)(=O)N2CC3CCCN3c3cc(C(F)(F)F)ccc32)cc1 (stereo unspecified),0.8,4,92*,14,7,0.1,-5,1.3,-30
Cc1ccc(C)c(NS(=O)(=O)c2c(C)ccc3nsnc23)c1,1,6,34,2,-2,0.7,2,0.6,36
CCn1c(SCCOc2ccc(OC)cc2)nnc1C(CO)NC(=O)c1ccc(OC)cc1 (stereo unspecified),1.4,17,64*,12,8,0.4,-14,0.1,88*
CCC(c1nnnn1CCOC)N1CCN(c2cccc(C(F)(F)F)c2)CC1 (stereo unspecified),1.7,-19,69*,9,11,0.3,-8,0.4,55*
COc1cc2nc(NC(=O)c3ccc(Cl)cc3)[nH]c(=O)c2cc1OC,1.9,15,16,-4,-1,0.8,-11,0.9,7
CC1=C(C(=O)NCc2ccc3c(c2)OCO3)C2(CCC(C)CC2)OC1=O (stereo unspecified),1.2,/,66*,/,/,0.3,/,0.2,85*
Cc1cc(C)c(C#N)c(N2CCOCC2)n1,/,16,/,-1,3,/,-6,/,/
Cc1ccsc1/C=C1/SC(=O)N(CC(=O)N2CCOCC2)C1=O,1,1,8,7,2,0.9,-1,1,-4
Cc1nc(-c2coc3cc(O)c(C)cc3c2=O)cs1,0.9,-4,68*,4,2,0.3,-10,1,4
CCOC(=O)C1CCN(C(=O)COC(=O)CCOc2ccc(C)cc2)CC1,1.5,2,1,0,-11,1,-8,1.1,-6
CCOC(=O)c1cc(-c2cccnc2)nn1-c1ccccn1,1.2,-2,24,0,-10,0.8,-6,0.9,8
CC(=O)c1ccc(NC(=O)CSCCO)cc1,0.9,-12,-2,2,4,1,-10,1,-3
Cc1ccc(CN2C(=O)c3ccccc3C2C(=O)NCC2CCCO2)cc1 (stereo unspecified),1,4,21,1,0,0.8,-2,0.7,32
Cc1ccc(-n2c(-c3ccc(Br)cc3)c[n+]3c2CCc2ccc4cccnc4c2-3)cc1,0.9,-12,8,11,-5,0.9,1,1.2,-22
Cc1ccc2c(c1)nnn2C1CCN(S(=O)(=O)c2ccc(C(=O)N(C)C3CCCCC3)cc2)CC1,1.1,/,-1,/,/,1,/,1,-5
c1ccc(Nc2nc(N3CCCC3)nc(N3CCCC3)n2)cc1,0.7,-1,14,24,-4,0.9,-9,0.8,17
CCOC(=O)Cn1c(-c2cccnc2Cl)nc2ccccc21,1.3,5,-2,5,-11,1,-10,0.9,11
CCOC(=O)N1CCN(C(=O)C(NC(=O)C2CCC(C)CC2)C(C)C)CC1 (stereo unspecified),1.2,1,-6,-4,0,1.1,-3,0.7,34
COC(=O)c1cccc(NS(=O)(=O)c2ccc(OC)cc2)c1C,/,-3,/,-1,1,/,-16,/,/
Cc1nc2ccccn2c1/C(O)=C1\C(=O)C(=O)N(CCN(C)C)C1c1cccnc1 (stereo unspecified),1,-4,-4,9,-5,1,-8,1,-3
Cc1cc(C)n(-c2nc(Nc3ccccc3C(F)(F)F)nc(-n3nc(C)cc3C)n2)n1,/,4,/,-5,0,/,-5,/,/
O=C(Cn1cccc1C(=O)c1ccccc1)NCc1cccs1,0.8,11,73*,-3,-4,0.3,-3,1,2
CNc1nnc(-c2ccncc2)s1,0.8,17,11,5,-6,0.9,11,1,0
COc1ccc(-c2cc(C(F)(F)F)nc(SCC(=O)NCCN3CCOCC3)n2)cc1OC,/,1,/,8,3,/,-16,/,/
CCCc1cc(=O)n2[nH]c(SCc3ccccc3)nc2n1,1.1,-10,1,7,3,1,-16,0.6,44
Cc1ccccc1N(CC(N)=O)S(C)(=O)=O,1.1,-14,-8,8,-12,1.1,-8,1.1,-12
Cc1cccc(C(=O)O/N=C2\CCS(=O)(=O)c3sccc32)c1,1,6,5,2,6,1,-9,0.9,11
CC(C)C(=O)N1CCN(c2ccccc2NC(=O)Cc2ccc(Cl)cc2)CC1,1.1,1,19,6,-6,0.8,-10,0.7,33
CCCS(=O)(=O)c1c(S(=O)(=O)CCC)c2c(C)cccn2c1C(N)=O,/,-13,/,7,-2,/,-10,/,/
CCOC(=O)c1cc(-c2ccccc2)sc1N,/,-4,/,6,13,/,-9,/,/
O=c1[nH]c2ccccc2n1CCC1CCCCC1,1.3,-6,93*,15,0,0.1,-30,0.4,56*
NNC(=O)CN1C(=O)Nc2ccc(Br)cc2C1c1ccccc1 (stereo unspecified),/,10,/,0,-6,/,-5,/,/
Clc1ccccc1Nc1c2c(nc3ncnn13)CCC2,0.7,11,22,-2,-11,0.8,46,0.9,9
COc1ccc(C(=O)N2CCC(n3c(C)nc4cc(F)ccc43)CC2)cc1OC,1.3,4,9,4,3,0.9,1,0.6,38
CCOCCCNC(=O)c1ccc(CS(=O)(=O)Cc2ccc(C)cc2)o1,1.2,-18,11,5,2,0.9,-12,0.8,18
CCOc1ccccc1-n1c(SCC(=O)NC(C)(C)C)nnc1-c1ccoc1C,1.3,-21,40,1,-1,0.6,-12,0.6,36
Brc1cnc(N2CCCC2)nc1N1CCCCC1,0.9,10,2,8,-3,1,0,1.2,-15
CCOC(=O)c1oc2ccccc2c1CSc1nnc(-c2ccco2)o1,0.9,/,14,/,/,0.9,/,0.3,69*
Cc1cc2n(n1)C(c1ccccc1)Nc1ccccc1-2 (stereo unspecified),0.9,-8,39,-1,-1,0.6,-4,0.8,24
COc1ccc(C2NC3=C(CCC3)C3(C#N)C(OC)(OC)N=C(N)C23C#N)cc1 (stereo unspecified),/,-11,/,15,-4,/,3,/,/
N#CCCN/N=C(/Cc1nc2ccccc2[nH]1)c1cccc(Cl)c1,1.9,-6,86*,20,7,0.1,-7,0.4,63*
CCNc1nc(N)c(C(=C(C#N)C#N)c2ccccc2)s1,0.8,11,13,16,3,0.9,-6,0.7,31
